ERG-DNA inh: ERG Ets/DNA interaction inhibition. fluorescence polarization, His-ERG Ets domain / labelled DNA. P11308. 370,000 compounds, 0.028% hits. AID 624246. Potency, µM (titrated, usually from 76.9 µM), for the others: at the top dose FP activity, negative = inhibition, actives largely listed as inhibitors; active means well fitted inhibition curve with a large enough effect in the polarisation, with a control signal flat; inconclusive means small, poorly fitted or top-dose-only effect, or effect the other way, or a change in a side signal; inactive means no such curve, though single readings can be large or run the other way; the % refers to the polarisation;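 further: polarization taken with two DNA probes labelled with fluorescein and Texas red; potency means the concentration at half of the fitted maximal effect; % of control where 0% means no effect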
Target sequence (P11308 whole entry, looked up, the tested form may be a part): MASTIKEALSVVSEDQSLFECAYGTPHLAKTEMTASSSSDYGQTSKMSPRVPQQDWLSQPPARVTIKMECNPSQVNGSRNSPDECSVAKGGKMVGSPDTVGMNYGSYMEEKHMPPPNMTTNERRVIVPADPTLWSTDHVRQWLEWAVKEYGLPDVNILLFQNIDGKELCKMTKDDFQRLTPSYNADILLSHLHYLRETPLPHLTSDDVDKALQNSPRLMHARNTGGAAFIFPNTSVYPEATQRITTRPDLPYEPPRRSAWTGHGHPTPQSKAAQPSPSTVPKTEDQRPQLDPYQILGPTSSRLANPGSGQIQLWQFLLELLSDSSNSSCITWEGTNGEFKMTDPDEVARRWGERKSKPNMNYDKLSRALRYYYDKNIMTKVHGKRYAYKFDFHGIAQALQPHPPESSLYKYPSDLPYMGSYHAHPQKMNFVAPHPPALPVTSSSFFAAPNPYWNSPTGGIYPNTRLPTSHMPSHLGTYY
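His-tagged ERG Ets domain (1 uM in the protein solution; 300mM KCl, 50mM Tris-HCl, 1mM EDTA, 1mM DTT, pH 7.5) received compound, then a probe mix of 5 nM fluorescein-DNA and 100nM Texas-615-DNA. Fluorescence polarization was read for both dyes.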
Pin1 inhibitor: human Pin1 inhibition. Potency, µM (doses to about 115 µM), for inactives: at the highest dose activity, negative = inhibition, hits mostly inhibitors. Pin1 FP peptide displacement, HiFluor488, 10 min. 390,000 compounds, 0.009% hits. AID 504891. Q13526; active means well fitted inhibition curve with a large enough effect in the polarisation, with a control signal flat, not every such curve was filed as active; inconclusive means small, poorly fitted or top-dose-only effect, or effect the other way, or a change in a side signal; inactive means no such curve, though single readings can be large or run the other way; the % refers to the polarisation; further: potency means the concentration at half of the fitted maximal effect; on the % scale 0 is the no-effect control and ±100 the full control effect
Target sequence (Q13526 whole entry, looked up): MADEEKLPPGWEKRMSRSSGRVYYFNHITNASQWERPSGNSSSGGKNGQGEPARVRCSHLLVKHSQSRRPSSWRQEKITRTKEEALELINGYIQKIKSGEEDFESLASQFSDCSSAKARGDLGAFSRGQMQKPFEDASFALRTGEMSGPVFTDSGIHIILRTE
BAZ2B inh: BAZ2B (human) inhibition; AlphaScreen BAZ2B-H3K14Ac peptide displacement; Potency, µM (titrated, usually from 114 µM), for the others: at the top dose activity change, negative = inhibition, usual class: inhibitors; AID 504333; 360,000 compounds, 4.4% hits; Q9UIF8; further: potency means the concentration at half of the fitted maximal effect; on the % scale 0 is the no-effect control and ±100 the full control effect; nearly all actives have a fitted effect of over 60% in size
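BAZ2B 50 nM plus b-H3(5-23)K14Ac 50 nM, PBS pH 7.4/0.01% Tween-20, 30 min RT; compound added (max 110 uM), 30 min RT; streptavidin donor/Ni-chelate acceptor beads 10 ug/mL final, 20 min dark; AlphaScreen read.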
HP1b chromo inh: HP1-beta chromodomain-methylated histone interaction inhibition. P83916. AlphaScreen HP1-beta / biotin-H3K9me3 peptide binding. Potency, µM (doses to about 114 µM), without a hit: top-dose activity change, negative = inhibition, most hits filed as inhibitors. 390,000 compounds, 0.56% hits. AID 540317; further: potency means the concentration at half of the fitted maximal effect; nearly all actives have a fitted effect of over 70% in size; inactives centre near 23
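AlphaScreen: HP1-beta (50 nM) preformed 30 min with biotin-H3(1-18)K9me3 peptide (50 nM) in PBS pH 7.4, 0.01% Tween-20. Compound added for 30 min at RT, then streptavidin donor/nickel chelate acceptor beads (10 ug/mL) for 30 min.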
JMJD2A Tudor: JMJD2A Tudor domain (human) inhibition | AlphaScreen JMJD2A-Tudor / H3K4me3 peptide binding | O75164 | AID 504339 | 390,000 compounds, 4.4% hits | Potency, µM (top dose mostly 114 µM), inactives show top-dose activity change, negative = inhibition, usual class: inhibitors; further: potency means the concentration at half of the fitted maximal effect; on the % scale 0 is the no-effect control and ±100 the full control effect; nearly all actives have a fitted effect of over 50% in size
G9a block: inhibitors of human histone lysine methyltransferase G9a; Potency, µM (series often up to 102 µM), without a hit: at the highest dose activity, negative = inhibition, hits mostly inhibitors; 350,000 compounds, 8.8% hits; G9a H3K9 monomethylation, AlphaScreen, 2 h; Q96KQ7; further: potency means the concentration at half of the fitted maximal effect; on the % scale 0 is the no-effect control and ±100 the full control effect; nearly all actives have a fitted effect of over 75% in size
Target sequence (Q96KQ7 913-1193 limits assumed): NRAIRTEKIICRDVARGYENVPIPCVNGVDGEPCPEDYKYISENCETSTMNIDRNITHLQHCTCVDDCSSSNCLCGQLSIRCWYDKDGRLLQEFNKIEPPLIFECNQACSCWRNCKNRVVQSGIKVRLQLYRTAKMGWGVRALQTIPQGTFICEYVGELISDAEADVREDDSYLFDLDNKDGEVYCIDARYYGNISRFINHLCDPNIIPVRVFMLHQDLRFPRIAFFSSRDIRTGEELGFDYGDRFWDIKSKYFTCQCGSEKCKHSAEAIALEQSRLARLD
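Methyltransferase reactions run at room temperature for 2 h (20 nM enzyme, 500 nM biotin-H3K9 peptide, 20 uM SAM) after a 15 min compound preincubation; product detected by AlphaScreen beads and anti-H3K9me1 antibody.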
GLS inhibitor: inhibitors of human glutaminase (GLS) | O94925 | GLS enzymatic activity, qHTS titration | Potency, µM (doses to about 45.5 µM), without a hit: at the highest dose activity change, negative = inhibition, most hits filed as inhibitors | 410,000 compounds, 0.21% hits | AID 624170; further: potency means the concentration at half of the fitted maximal effect; on the % scale 0 is the no-effect control and ±100 the full control effect
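Coupled fluorescence readout: glutamate oxidase/HRP/Amplex Red detect glutamate formed by hKGA from L-glutamine (1 mM solution added). Buffer 45 mM KH2PO4 pH 8.2, 0.02% Tween-20; reads at t0 and 30 min RT.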
PGK inhibitor: inhibitors of T. brucei phosphoglycerate kinase. 380,000 compounds, 0.043% hits. PGK/GAPDH coupled, Kinase-Glo luminescence, 60 min. Potency, µM (doses to about 57.5 µM), without a hit: at the top dose activity change, negative = inhibition, actives largely listed as inhibitors. P07378; further: potency means the concentration at half of the fitted maximal effect; on the % scale 0 is the no-effect control and ±100 the full control effect; nearly all actives have a fitted effect of over 60% in size
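Luminescent ATP detection (Kinase-Glo Plus) follows a 60-minute room-temperature incubation, with wells lacking PGK as controls. Buffer: 100 mM TEA (pH 7.6), 5 mM MgCl2, 0.01% Tween-20. Coupling enzyme GAPDH (100 nM final) supplies unstable 1,3-BPG in-well.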
PI4K2A inh: PI4K2A (human) kinase inhibition. purified PI4K2A, ADP-Glo luminescence, 1 h; active compounds read low. activity change, negative = inhibition, % at 76.9 µM. 420,000 compounds, 0.13% hits; in the data active means activity change below about -50%; inconclusive means mostly about -30% to -49%;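 further: -100% = wells without enzyme as full effect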
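In this quantitative HTS, ADP production by PI4K2A was quantified luminescently after 1 h at ambient temperature; 100 microM adenosine served as plate-quality control.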
* marks the source's active call; other numbers are inactive results; i = inactive; ? = inconclusive; nt = no result given; [ ] = dose if it differs, or a comment. Unless noted, the call rests on the fitted dose curve; in most records, active means well fitted curve in the direction sought with a large enough effect; inconclusive means small, poorly fitted or top-dose-only effect, or another doubt; inactive means no such curve, though single readings can be large; an effect the other way counts as inactive or inconclusive.

cpd	canonical_smiles	ERG-DNA inh	Pin1 inhibitor	BAZ2B inh	HP1b chromo inh	JMJD2A Tudor	G9a block	GLS inhibitor	PGK inhibitor	PI4K2A inh
1	COc1ccc(S(=O)(=O)N2CCc3cc4c(cc3C2C)OCCCO4)cc1 (stereo unspecified)	5%	42%[activator]	-33%	87%[activator]	-14%	33%	-1%	-4%	0
2	COc1cc(/C=C(\NC(C)=O)C(=O)Nc2ccc(NC(C)=O)cc2)ccc1OC(C)=O	-14%	-11%	5%	17%	-18%	13%[59 µM]	-16%	0%	4
3	Cc1cc(C)nc(N(C#N)Cc2cccc([N+](=O)[O-])c2)n1	-8%	-2%	-17%	11%	-25%	-40%	1%	-5%	0
4	O=[N+]([O-])c1ccc2nc(NS(=O)(=O)c3ccccc3[N+](=O)[O-])sc2c1	6%	43%[activator]	-16%	-10%	-27%	-8%	10%	-1%	0
5	CC1=C(C(=O)Nc2cccnc2)C(c2ccc(F)cc2)n2nc(-c3cccc(C)c3)nc2N1 (stereo unspecified)	0%	-1%	0%	19%	-18%	4%[59 µM]	-8%	i	1
6	COc1ccccc1CNC(=O)c1oc2ccc(S(=O)(=O)N3CCOCC3)cc2c1C	-2%	0%	-2%	-6%	-14%	8%[59 µM]	6%	-2%	-5
7	COc1ccc(CNC(=O)C2CCN(S(=O)(=O)N3CC(C)CC(C)C3)CC2)cc1 (stereo unspecified)	-16%	-2%	-2%[57.1 µM]	52%[activator]	0%	11%	2%	0%	-1
8	Cc1cccc(N(C)C(=O)c2cnn(-c3ccccc3)c2C)c1	10%	-1%	6%[0.457 µM]	28%	-9%	20%[59 µM]	6%	-9%	-2
9	COc1cc(OC)c(C2C(C#N)=C(N)OC3=C2C(=O)CC(C)C3)cc1OC (stereo unspecified)	8%	-12%	nt	32%	-16%	9%[59 µM]	28%	0%	-3
10	Cc1cccc(/C(N)=N/OC(=O)CCCc2ccccc2)c1	0%	-6%	207%[activator]	154%[activator]	160%[activator]	223%[activator]	1%	0%	-2
11	CCOC(=O)C1CCN(CC(O)COCc2ccc(Cl)cc2)CC1 (stereo unspecified)	4%	-3%	-5%	33%	11%	22%	8%	-3%	0
12	COc1ccc(N(CC(=O)O)S(=O)(=O)c2ccc(C)cc2)cc1Cl	7%	-12%	-17%	19%	-8%	nt	5%	-1%	1
13	CCCNC(=O)COCc1cc(-c2ccc3c(c2)OCO3)on1	9%	-1%	-9%	-13%	-11%	-11%	3%	-1%	-5
14	COCCCN(C(=S)Nc1c(C)cc(C)cc1C)C(C)c1ccncc1 (stereo unspecified)	9%	-4%	-4%	11%	-20%	?	4%	14%	2
15	CC(=O)N1CCN(C(=O)c2ccco2)CC1	2%	?	6%	7%	-11%	60%[activator]	2%	i	4
16	O=C(C1CCCO1)N1CCN(S(=O)(=O)c2cccc3nsnc23)CC1 (stereo unspecified)	-2%	4%	nt	25%	11%	22%[59 µM]	6%	8%	3
17	NNc1nc(-c2ccccc2)cc(-c2ccccc2)n1	0%	-1%	?	30%	-31%	-14%	0%	-8%	13
18	Cc1ccc(OCC(=O)N(Cc2ccc(C)o2)C2CCS(=O)(=O)C2)cc1 (stereo unspecified)	2%	-6%	-13%[57.1 µM]	7%	?	-5%	26%	-10%	0
19	Cc1c(C(=O)NCc2ccc3c(c2)OCO3)oc2ccc(S(=O)(=O)N3CCCCCC3)cc12	5%	30%[activator]	-10%	30%[activator]	-20%	2%[59 µM]	14%	4%	1
20	N/C(=N\OC(=O)c1cccc([N+](=O)[O-])c1)c1ccccn1	11%	-3%	-12%	9%	-4%	?	-5%	-3%	2
21	Cc1cc2nc(C3CCCN(C(=S)Nc4ccccc4C)C3)[nH]c2cc1C (stereo unspecified)	nt	1%	-37%	21%	-12%	-22%[0.501 µM]	9%	nt	-4
22	Cc1ccc2oc(C(=O)Nc3sc4c(c3C(=O)NCc3cccnc3)CCCC4)cc(=O)c2c1	0%	15%	-15%	58%[activator]	-10%	-14%[59 µM]	-7%	i	2
23	Cc1nc2ccccc2nc1Nc1cccc(Cl)c1	-8%	3%	68%[activator]	83%[activator]	37%[activator]	100%[activator]	-1%	2%	-1
24	O=C(CN1CCOCC1)Nc1ccc(S(=O)(=O)N2CCCCCC2)cc1	-9%	-7%	14%	29%	-8%	-8%	2%	25%	-1
25	O=C(c1cccs1)C1C(c2ccc(Br)cc2)NC(=S)NC1(O)C(F)(F)F (stereo unspecified)	nt	3%	-34%	8%	-33%	21%[59 µM]	-8%	5%	3
26	O=C(NCCc1cccc(Cl)c1)c1cccnc1	0%	-1%	8%	15%	-4%	-34%[12.7 µM]	6%	-2%	11
27	COc1cc(C(C)=O)ccc1OCC(O)CN1CCN(c2c(C)cccc2C)CC1 (stereo unspecified)	5%	-12%	-6%	66%[activator]	-11%	-3%[59 µM]	0%	-6%	8
28	O=C1CCCC2=C1C(O)(C(F)(F)F)C(=O)N2Cc1ccccc1 (stereo unspecified)	2%	3%	0%	13%	-7%	-10%[59 µM]	-3%	15%	-2
29	FCCCOc1ccc(-c2nccc(-c3ccc(Br)cc3)n2)cc1	-1%	-5%	3%	19%	-3%	-3%[59 µM]	4%	i	1
30	CCN(CC)C(=O)CSc1nc2[nH]ncc2c(=O)[nH]1	3%	-12%	-12%	66%[activator]	7%	7%	-8%	-4%	3
31	COc1cccc(C2CC(c3ccc(C)cc3)=NN2C(=O)c2ccccc2F)c1OC (stereo unspecified)	-8%	9%	-7%	20%	-27%	22%	-1%	i	-2
32	COc1ccc2[nH]c(=O)c(CN(CCCN(C)C)C(=O)Nc3ccccc3)cc2c1	0%	4%	-13%	14%	2%	-7%[59 µM]	4%	-7%	8
33	Cc1ccc(C(=O)Nc2cccc(-c3ccc(N4CCOCC4)nn3)c2)cc1C	21%	0%	0%	-5%	-20%	-39%	1%	0%	-4
34	CCOc1ccc(-c2cc(CCCC(=O)NCc3ccc(C)cc3)no2)cc1	-8%	-2%	-4%	28%	-12%	-11%	-2%	-8%	-7
35	COc1cc2nc(SCC(=O)Nc3ccc(F)cc3)n3nc(CCn4c(C)nc5ccccc54)nc3c2cc1OC	3%	0%	nt	28%	-22%	-7%[59 µM]	0%	-1%	-1
36	O=C(C1CCN(S(=O)(=O)N2CCC3(CC2)OCCO3)CC1)N1CCc2ccccc2C1	nt	5%	-5%	37%	-2%	6%	-2%	i	-2
37	CC(C)NC(=O)NC(=O)COC(=O)c1ccc(NC(=O)CC#N)cc1	-1%	41%[activator]	5%	20%	-6%	-1%[59 µM]	12%	6%	5
38	CC1CCc2sc3nc(N4CCN(CCO)CC4)n4ncnc4c3c2C1 (stereo unspecified)	-4%	-2%	?	6%	-28%	?	17%	i	-1
39	CN1C(=O)N(c2cccc3ccccc23)C(n2cncn2)C1(C)C (stereo unspecified)	-3%	-2%	15%	14%	-6%	0%[12.7 µM]	2%	0%	-9
40	Cc1ccc(-c2nc(C#N)c(N3CCCCC3)o2)cc1	-16%	0%	?	-13%	-21%	20µM*	0%	-9%	0
41	CS(=O)(=O)c1nc(S(=O)(=O)c2ccc(Cl)cc2)c(NCCCn2ccnc2)s1	6%	3%	-17%	32%[activator]	-19%	nt	6%	7%	8
42	COc1cccc(NC(=O)c2sc3nc(C)c(C(=O)Nc4ccc(Cl)cc4)c(-c4ccc(Br)cc4)c3c2N)c1	-7%	20%	-3%	54%[activator]	8%	-2%[59 µM]	1%	12%	3
43	O=C(CSc1ncn[nH]1)Nc1cc(S(=O)(=O)N2CCCC2)ccc1Cl	12%	-12%	nt	18%	-18%	?	-4%	-6%	0
44	COc1ccc(/C=N/NS(=O)(=O)c2ccccc2)cc1OC(=O)c1ccc(C)cc1	8%	10%	?	-7%	?	nt	14%	-9%	2
45	COc1ccc(N=CC=C2OC(C)(C)C(C)(C)O2)cc1OC	-2%	-9%	?	40%[activator]	-26%	32µM*	2%	-6%	-7
46	COc1cccc(C(=O)C[n+]2cccc3cc(OC)ccc32)c1	23%	?	-12%	40%[activator]	-5%	?	1%	0%	-1
47	O=C(COC(=O)C12CC3CC(CC(O)(C3)C1)C2)Nc1ccccc1OC(F)F	-14%	2%	4%	19%	-1%	1%[59 µM]	-10%	-12%	2
48	CCN(CC)S(=O)(=O)c1ccc(NC(=O)Nc2cccc(C(F)(F)F)c2)cc1	-4%	?	10%	35%	-12%	34%[12.7 µM]	12%	-9%	-1
49	COc1cc(C(CC(=O)O)n2cnnn2)ccc1OC(C)C (stereo unspecified)	1%	-1%	nt	11%	-14%	-49%	-1%	0%	-2
50	Cc1cccc(Cn2c(-c3ccc[nH]c3=O)nc3ccccc32)c1	-9%	1%	7%	28%	-9%	24%	-2%	nt	-9

3 structures from above, ordered by length of the SMILES, largest number first.
cpd	canonical_smiles	ERG-DNA inh	Pin1 inhibitor	BAZ2B inh	HP1b chromo inh	JMJD2A Tudor	G9a block	GLS inhibitor	PGK inhibitor	PI4K2A inh
31	COc1cccc(C2CC(c3ccc(C)cc3)=NN2C(=O)c2ccccc2F)c1OC (stereo unspecified)	-8%	9%	-7%	20%	-27%	22%	-1%	i	-2
1	COc1ccc(S(=O)(=O)N2CCc3cc4c(cc3C2C)OCCCO4)cc1 (stereo unspecified)	5%	42%[activator]	-33%	87%[activator]	-14%	33%	-1%	-4%	0
13	CCCNC(=O)COCc1cc(-c2ccc3c(c2)OCO3)on1	9%	-1%	-9%	-13%	-11%	-11%	3%	-1%	-5

Screening results from PubChem BioAssay.
